# Cneo AK release: Cryptococcus neoformans cell lysis inducers, primary screen, AK release luminescence, single concentration | lysis activity, % at 15 µM | C. neoformans lysis, adenylate kinase release luminescence, 4 h; normalised: neutral wells 0, clomiphene wells 100 | 360,000 tested, 0.2% active;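 active = mean lysis activity across replicates of at least 80%, whatever share of replicates individually reach that level; inactive = mean lysis activity below 80%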
#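 Test system: log-phase Cryptococcus neoformans yeast cells. Input: 5 × 10^6 yeast cells/mL. Medium: fresh YPD growth medium. Doses: single dose. Incubation: static 4 h at 37 °C with compound, 1 h detection. Measured by: luminescent adenylate kinase detection reagent. Read-out: signal increase indicating cell lysis. Benchmarks: Clomiphene.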
# esBAF inh: Bmi1 luciferase reporter increase in mESCs, primary screen, esBAF inhibitor project, mouse ES cells, Bmi1 luciferase knock-in, single point | 24 h; 100% = twice the neutral-well signal | reporter increase, % at 12.5 µM | 350,000 tested, 2% active | AID 602393, 2012; in the data active = activation above about 40%; inconclusive = no clear call, values can overlap the other calls;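 also: 0% = median of the plate's neutral control wells and 100% = double that signal; a rise in the Bmi1 reporter signal indicates esBAF inhibition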
# C2C12 statin: suppressors of statin myotoxicity in C2C12 myotubes, primary screen, cell-based, single point, plate reader; C2C12 myotubes + simvastatin, ATP luminescence, 48 h; scaled: DMSO 0, geranylgeraniol control 100; rescue of ATP level, % at 7.49 µM; 330,000 tested, 0.78% active; AID 602340, 2012;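 active = mean ATP rescue above about 67%, or every replicate alone reaching that limit, limit read from the data, passing the limit was not always enough; inconclusive = no clear call, values can overlap the other calls; inactive = mean under the limit and some replicate under it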;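 also: myotubes were challenged with 10 µM simvastatin during compound exposure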
# SIRT5 inh: SIRT5 desuccinylase inhibitors, primary screen, biochemical, fluorescence imaging, single point, set 5; 330,000 tested, 1.1% active; Purified SirT5, succinyl-peptide AMC, trypsin-coupled fluorescence; NAD-dependent protein deacylase sirtuin-5, mitochondrial (Homo sapiens), Q9NXA8; AID 652115, 2013; inhibition, % at 15 µM; in the data active = inhibition above about 15%; inconclusive = no clear call, values can overlap the other calls
# Target sequence (Q9NXA8 whole entry, looked up): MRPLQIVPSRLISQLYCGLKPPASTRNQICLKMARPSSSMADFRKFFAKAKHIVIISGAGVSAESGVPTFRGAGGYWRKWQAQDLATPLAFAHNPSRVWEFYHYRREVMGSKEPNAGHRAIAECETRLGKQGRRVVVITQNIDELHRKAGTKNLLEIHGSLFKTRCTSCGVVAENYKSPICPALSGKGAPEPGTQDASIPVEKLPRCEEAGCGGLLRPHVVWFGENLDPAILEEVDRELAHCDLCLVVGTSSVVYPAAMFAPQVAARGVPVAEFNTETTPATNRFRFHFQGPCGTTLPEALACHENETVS
# miR-122 sensor: miR-122 Renilla sensor signal increase in Huh7, primary screen, miR-122 inhibitor project, cell-based, single point, plate reader; AID 602342, 2012; activation (reporter increase), % at 12.5 µM; Huh7 miR-122 Renilla luciferase sensor, 48 h; neutral wells = 0, positive control = 100; 340,000 tested, 0.3% active;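 active = mean replicate activation score at least 90 and every replicate individually at or above 90; inconclusive = only one of the two criteria met; inactive = neither criterion met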;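 also: higher luciferase means less miR-122 activity so hits act as miR-122 inhibitors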
# ERp5 block: inhibitors of ERp5-driven insulin aggregation, primary screen, biochemical, turbidity, absorbance 650 nm, single point. 350,000 tested, 0.05% active. inhibition, % at 9.99 µM. AID 651711, 2012. 90 min;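 active = mean replicate inhibition above about 25%, with every replicate also reaching it, limit read from the data, passing the limit was not always enough; inconclusive = only one of those two criteria met; inactive = neither criterion met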
# Target sequence (Q15084 whole entry, looked up): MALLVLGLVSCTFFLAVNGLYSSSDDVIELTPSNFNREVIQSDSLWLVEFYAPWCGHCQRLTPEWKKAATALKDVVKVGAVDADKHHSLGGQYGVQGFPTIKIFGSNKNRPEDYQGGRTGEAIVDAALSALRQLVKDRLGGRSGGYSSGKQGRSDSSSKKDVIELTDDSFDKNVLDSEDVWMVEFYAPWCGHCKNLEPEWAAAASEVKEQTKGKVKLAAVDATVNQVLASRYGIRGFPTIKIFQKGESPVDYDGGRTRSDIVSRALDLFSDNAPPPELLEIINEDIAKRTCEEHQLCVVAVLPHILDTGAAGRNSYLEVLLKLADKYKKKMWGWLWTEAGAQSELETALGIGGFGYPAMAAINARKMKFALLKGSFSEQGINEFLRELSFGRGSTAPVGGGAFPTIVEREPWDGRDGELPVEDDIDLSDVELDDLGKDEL
# ARNT TACC3 PPI: disruptors of ARNT/TACC3 protein interaction, primary screen, biochemical, AlphaScreen, single concentration. Transforming acidic coiled-coil-containing protein 3 (Homo sapiens), Q9Y6A5. AlphaScreen His-ARNT PAS-B/GST-TACC3 binding, luminescence; TACC3 fragment carries E629A point mutation. inhibition, % at 9.99 µM. 390,000 tested, 0.66% active. AID 623870, 2012;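 active = mean inhibition of replicates at least 50% and at least half of replicates each reaching 50%; inconclusive = half or more replicates reach 50% but mean below 50%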;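 also: 0% = complete ARNT plus TACC3 wells and 100% = ARNT alone without TACC3; many hits fall short of the cut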
# Active calls of the source: *; ? = inconclusive; / = not tested or not shown; [ ] = another dose, or the depositor's remark.
SMILES,Cneo AK release,esBAF inh,C2C12 statin,SIRT5 inh,miR-122 sensor,ERp5 block,ARNT TACC3 PPI
O=S(=O)(c1ccc2ccccc2c1)N(CC1CO1)c1ccccc1 (stereo unspecified),/,-8,1,-5,4,-18,3
COc1ccc(-c2nn(-c3ccccc3)cc2C(=O)N2CCN(S(=O)(=O)c3ccccc3C#N)CC2)cc1,1,-6,39,11,/,2,6
CCOC(=O)c1sc(NC(=O)Cn2nnc3sc4c(c3c2=O)CCCC4)nc1C,6,-5,9,/,-2,/,-1
COc1cc2c(cc1NC(=O)CSc1nnc(COc3ccc(Cl)cc3)n1C)oc1ccccc12,0,0,-29,/,-3,/,1
CC=Cc1ccc2n(c1=O)C[C@H]1[C@H](CO)[C@@H](C(=O)NCC)N(C(=O)c3cccnc3)[C@@H]21 (mixture of isomers),-1,-1,2,2,-8[16.7 µM],2,-6
O=C(Cc1ccccc1)NCCCNC(=O)Cc1ccccc1,0,-5,2,-1,-3,0,-6
CCOCCOC(=O)C1=C(C)N(C)C(=O)NC1c1cc(Cl)c(O)c(OCC)c1 (stereo unspecified),-1,7,-2,/,11,/,-2
CC(=O)N1CCN=C1SCc1ccc(Br)cc1,-2,-2,17,/,0,-3,-12
CCCc1ccc(C(=O)NNC(=O)c2ccc(Br)cc2)cc1,3,/,/,/,0,/,-31
COc1ccc(C2C(C(C)=O)=C(O)C(=O)N2c2ccccn2)cc1 (stereo unspecified),0,17,-12,0,-5,5,-3
CCC1CCCCN1C(=O)c1cccc(S(=O)(=O)Nc2cc(C(F)(F)F)ccc2Cl)c1 (stereo unspecified),0,/,/,5,13,0,21
COc1ccc(OC)c(Nc2cc3ccccc3c(=O)[nH]2)c1,0,-5,-17,/,8,5,38*
COc1ccc(-c2cncc3nccn23)cc1OC,0,3,17,-1,-3,1,/
C[C@@H]1CN([C@@H](C)CO)C(=O)c2cccc(NS(=O)(=O)c3ccccc3)c2O[C@@H]1CN(C)C(=O)Nc1cccc2ccccc12,42,-1,29,-1,2[16.7 µM],-1,3
Nc1c([N+](=O)[O-])cc2c3c(cccc13)CC2,3,0,-4,2,-6,-3,/
Cc1ccccc1C(=O)NC1CCN(Cc2nnnn2C(C)(C)C)CC1,4,-8,-7,-1,-2,2,-18
Cc1ccc2oc(C(=O)N3CCC(C(N)=O)(N4CCCCC4)CC3)c(C)c2c1,-1,1,-1,-1,-4,-14,3
O=C(O)CNS(=O)(=O)c1cc(Cl)c(Cl)cc1Cl,-1,-6,-12,/,/,/,-7
Cc1cccc(S(=O)(=O)Nc2nc3ccccc3nc2NCc2ccco2)c1,-2,-4,22,/,12,/,-4
O=C(NCCCN1CCCC1)c1ccc(CS(=O)(=O)c2ccc(Cl)cc2)o1,-18,-6,-7,1,12,-2,-6

# An excerpt of these results, with tabs:
molecule	Cneo AK release	esBAF inh	C2C12 statin	SIRT5 inh	miR-122 sensor	ERp5 block	ARNT TACC3 PPI
COc1ccc(-c2cncc3nccn23)cc1OC	0	3	17	-1	-3	1	/
C[C@@H]1CN([C@@H](C)CO)C(=O)c2cccc(NS(=O)(=O)c3ccccc3)c2O[C@@H]1CN(C)C(=O)Nc1cccc2ccccc12	42	-1	29	-1	2[16.7 µM]	-1	3
Nc1c([N+](=O)[O-])cc2c3c(cccc13)CC2	3	0	-4	2	-6	-3	/

# (more compounds)
SMILES,Cneo AK release,esBAF inh,C2C12 statin,SIRT5 inh,miR-122 sensor,ERp5 block,ARNT TACC3 PPI
NC(=S)NN=C(c1ccccc1)c1ccccc1,16,-2,-3,-1,-11,3,15
Cc1cccc(-c2nn(-c3ccccc3)cc2C(=O)NCC(c2cccs2)N2CCOCC2)c1 (stereo unspecified),-3,/,18,1,6,1,5
C[C@H](CO)N1C[C@H](C)[C@@H](CN(C)C(=O)Nc2cccc3ccccc23)OCCCC[C@H](C)Oc2ccc(NC(=O)Nc3ccc4c(c3)OCO4)cc2C1=O,-2,14,?,5,0[16.7 µM],3,-5
O=C(Cn1cc([N+](=O)[O-])cn1)Nc1nccs1,/,-3,5,-5,-4,4,-1
Cc1nc(C(F)(F)F)c(C(=O)NC(=O)Nc2ccccc2)s1,-2,2,6,/,-1,/,-12
C[C@@H]1CCCCO[C@@H](CN(C)Cc2ccc(C(F)(F)F)cc2)[C@@H](C)CN([C@@H](C)CO)C(=O)c2cc(NC(=O)Nc3ccc(C(F)(F)F)cc3)ccc2O1,46,-12,/,/,-5[16.7 µM],/,-16
COCCNc1nc(Nc2ccccc2Cl)c2sc(-c3ccccc3)cc2n1,0,-5,1,/,-4,0,/
CO[C@H]1CN(C)C(=O)c2ccc(NC(=O)Nc3ccccc3)cc2OC[C@@H](C)N(C(=O)Nc2c(C)noc2C)C[C@@H]1C,1,1,1,-2,-1[16.7 µM],3,-5
Cc1ccc(S(=O)(=O)N(C)C[C@@H]2OCCCC[C@@H](C)Oc3ccc(NC(=O)Nc4ccccc4)cc3C(=O)N([C@@H](C)CO)C[C@H]2C)cc1,0,-1,/,-1,-5[16.7 µM],7,-11
CCn1c(CCCCc2n[nH]c(=S)n2CC)n[nH]c1=S,/,/,/,-4,/,6,28
CCCCN1C(=O)C(CC(=O)NCCc2ccccn2)CC(C(=O)N(C(C)C)C(C)C)=C1C (stereo unspecified),0,-8,-4,-2,2,-3,/
O=C(Cn1ccc(C(F)(F)F)n1)NNC(=O)c1ccco1,3,-5,6,-1,-2,-1,-5
Cc1ccc(S(=O)(=O)/N=S(/c2ccccc2)C(C)C)cc1 (stereo unspecified),/,-5,16,1,-2,3,-2
Cc1ccc(C(=O)NCC(=O)OCCCn2c(=O)[nH]c3ccccc32)cc1,-2,-2,4,0,/,0,-7
CON(C)c1nc(OCCNC(=O)OCc2ccc(Cl)cc2Cl)nc(N(C)C)n1,-1,12,/,/,2,/,4
CNC[C@@H]1Oc2cc(C#CCC3CCCC3)ccc2S(=O)(=O)N([C@@H](C)CO)C[C@@H]1C,15,-3,/,1,-5[16.7 µM],-6,-3
CO[C@H]1CN(C)C(=O)c2ccc(NS(C)(=O)=O)cc2OC[C@H](C)N(C(=O)C2CCOCC2)C[C@@H]1C,6,-1,-17,0,2[16.7 µM],4,-3
CC(C)C[C@@H](CN1CCC[C@@H]1CN1C(=S)NC[C@@H]1Cc1ccc(O)cc1)N1C[C@H](Cc2ccc(O)cc2)N(CC2CCCCC2)C1=S,4,3,-9,-1,-4,-3,/
O=c1cc(SCc2ccc(Cl)cc2Cl)nc[nH]1,-1,6,13,-3,/,2,-5
CC(=O)c1ccc(N2CCN(c3ncc(C(F)(F)F)cc3Cl)CC2)cc1,4,-7,-17,/,-7,/,-2

# For convenience, 2 of the compounds above:
SMILES,Cneo AK release,esBAF inh,C2C12 statin,SIRT5 inh,miR-122 sensor,ERp5 block,ARNT TACC3 PPI
O=c1cc(SCc2ccc(Cl)cc2Cl)nc[nH]1,-1,6,13,-3,/,2,-5
CC(=O)c1ccc(N2CCN(c3ncc(C(F)(F)F)cc3Cl)CC2)cc1,4,-7,-17,/,-7,/,-2

# Additional records follow.
SMILES,Cneo AK release,esBAF inh,C2C12 statin,SIRT5 inh,miR-122 sensor,ERp5 block,ARNT TACC3 PPI
COc1cc(C(=O)Oc2cc(C)[nH]c(=O)c2[N+](=O)[O-])cc(OC)c1OC,-2,-6,22,0,-2,8,5
O=C(CSc1ncnc2c1oc1ccccc12)NCc1ccc(F)cc1,-1,9,18,0,-4,-2,-6
O=C(NC(=S)Nc1cccc(Cl)c1N1CCCC1)c1ccc(-c2cccc([N+](=O)[O-])c2)o1,-4,-4,29,-2,0,-3,-1
O=c1[nH]c(C(F)(F)F)nc2c1nnn2Cc1ccccc1F,-1,-3,22,/,7,/,-10
Cc1noc(C)c1COc1ccc(C(=O)OCc2nnc(-c3ccc(Cl)cc3)o2)cc1,-2,12,6,/,-6,/,6
CO[C@@H]1CN(C)C(=O)c2cc(NC(=O)C3CCC3)ccc2OC[C@@H](C)NC[C@H]1C,1,0,-10,-4,-4[16.7 µM],-4,-9
CO[C@H]1CN(C)C(=O)c2ccc(NS(=O)(=O)c3ccccc3F)cc2OC[C@@H](C)NC[C@@H]1C,-2,-2,-7,-2,/,1,-4
CCOc1ccc(S(=O)(=O)NCc2ccccc2OC)cc1,1,9,-8,/,12,2,20
O=C(Nc1ccc(F)cc1)NC1(C(=O)NCc2ccc3c(c2)OCO3)CCCCC1,-6,2,7,/,28,/,15
C[C@H]1CN([C@@H](C)CO)C(=O)Cc2cc(NC(=O)C3CCCCC3)ccc2O[C@@H]1CN(C)S(=O)(=O)c1ccccc1,1,-5,-15,1,-12[16.7 µM],-2,-4
NC(=O)c1cc([N+](=O)[O-])ccc1NCc1cccc(N)c1,-2,5,-10,/,-7,-9,6
COc1ccc(-n2nc(C(=O)NCC(=O)NCc3cccc(F)c3)c3ccccc3c2=O)cc1Cl,1,-1,-4,1,-1,-3,2
C/C(=N\NC(=O)c1ccco1)c1ccc(NC(=O)c2ccccc2)cc1,/,/,/,0,/,4,0
CNc1cccc(-c2c(OC)cccc2OC)n1,2,3,4,-4,-8,1,/
Cc1ccc(Cl)cc1N1CCN(C(=O)Cn2ccc3ccccc3c2=O)CC1,1,6,12,/,-5,/,-3
COC(=O)CC1Sc2ccccc2NC1=O (stereo unspecified),2,-1,13,/,13,/,18
COc1ccc(Oc2cc(F)nc(N)n2)cc1,-1,0,-11,-4,-6,-2,-3
CCCCCC(=O)Nc1ccc(-c2csc(N)n2)cc1,/,/,/,3,/,-3,-5
CO[C@H]1CC[C@@H]2CCN(C)C(=O)CCCN(C)C(=O)c3cc(C#N)ccc3OC[C@H]1O2,2,-3,-11,2,/,2,-3
C[C@H](CO)N1C[C@H](C)[C@@H](CN(C)Cc2ccncc2)OCCCC[C@H](C)Oc2ccc(NC(=O)c3ccccc3)cc2C1=O,0,1,-2,-2,-4[16.7 µM],0,2
COc1ccc(-c2cc(-c3ccc(Cl)cc3)c(C#N)c(SCC(=O)O)n2)cc1,-1,-1,8,4,6,0,-4
O=C(/C=C1\C(=O)Nc2ccccc21)/C=C1\C(=O)Nc2ccccc21,1,2,58,-3,11,-1,1
O=C(C[C@H]1C=C[C@@H](NS(=O)(=O)c2ccc(F)cc2)[C@@H](CO)O1)NCCN1CCCCC1,1,-2,-2,-6,/,-1,/
CC(=O)N(C)C[C@H]1Oc2cc(-c3ccccc3C)ccc2S(=O)(=O)N([C@H](C)CO)C[C@@H]1C,1,4,6,1,-7[16.7 µM],17,-2
CCc1ccc2[nH]c(=O)c(CN(CCCN3CCOCC3)C(=O)Nc3ccc(Cl)cc3)cc2c1,/,5,-28,/,-4,/,-1
Cc1cccc(C(=O)Nc2ccnc(-c3ccncc3)n2)c1,/,/,/,-5,/,-4,-3
NC(=O)C1(N2CCCCC2)CCN(C(=O)c2ccc(C#Cc3ccccc3)o2)CC1,2,1,13,/,3,/,7
Cc1cc(COc2ccccc2O)on1,2,-2,10,/,4,/,-11
CO[C@H]1CN(C)C(=O)c2cc(NC(C)=O)ccc2OC[C@H](C)N(C(=O)C2CCC2)C[C@H]1C,2,0,1,2,-4[16.7 µM],-1,-10
Cc1cc(=O)oc(C)c1C(=O)NCC1COc2ccccc2O1 (stereo unspecified),-6,3,13,-1,1,1,4
C[C@@H]1CCCCO[C@H](CN(C)S(=O)(=O)c2ccc(Cl)cc2)[C@@H](C)CN([C@@H](C)CO)C(=O)c2cc(NS(C)(=O)=O)ccc2O1,-1,-11,32,-4,4[16.7 µM],0,0
COC(=O)C1=C(C)N(CCCC(=O)O)C(=O)NC1c1cccc2ccccc12 (stereo unspecified),1,-2,-6,/,-4,-3,0

# Compound activity (PubChem BioAssay)
